CHO-K1 Ca ag: nonselective activator or artifact in parental CHO-K1 cells | Fluo-8 calcium fluorescence; scaled to maximal ATP response, vehicle zero | activation, % at 3 µM | 360,000 compounds, 0.48% hits | AID 602248; in the data active = activation above about 15%;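 note: untransfected CHO-K1 host cells lacking M1 receptor as counterscreen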
TAAR1 ag: agonists of human TAAR1 | Q96RJ0 | CHO RD-HGA16 TAAR1, Fluo-8 calcium fluorescence; vehicle wells 0%, saturating PEA agonist 100% | activation, % at 3 µM | 360,000 compounds, 0.99% hits;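 active = activation above the mean activation of all test compounds in the run plus 3 SD, cut at about 38% in these data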
Target sequence (Q96RJ0 whole entry, looked up): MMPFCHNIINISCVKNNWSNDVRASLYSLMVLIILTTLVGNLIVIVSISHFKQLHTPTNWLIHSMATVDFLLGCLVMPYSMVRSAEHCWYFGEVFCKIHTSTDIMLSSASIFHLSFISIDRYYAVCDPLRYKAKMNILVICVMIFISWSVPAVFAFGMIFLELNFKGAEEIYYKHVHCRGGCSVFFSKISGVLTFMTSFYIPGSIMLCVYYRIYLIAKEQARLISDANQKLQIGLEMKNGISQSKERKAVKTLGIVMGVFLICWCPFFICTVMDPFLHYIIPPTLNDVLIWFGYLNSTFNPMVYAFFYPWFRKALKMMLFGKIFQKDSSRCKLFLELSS
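Repeats: no replicates (n 1) | Material: CHO-derived RD-HGA16 cells with stable Gα16 and human TAAR1 | Technique: Kinetic Fluo-8 calcium fluorescence | Schedule: 17-24 h seeding, 75 min 37 °C dye, 30 min RT | Evaluation: % activation from peak over basal fluorescence ratio, DMSO-to-PEA scaled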
CHO-K1 Ca PAM: counter-screen for M1 PAMs: effect in parental CHO-K1 cells; ATP EC20, Fluo-8 calcium fluorescence; 0% at ATP EC20, 100% at ATP max; activation, % at 3 µM; 360,000 compounds, 0.02% hits; AID 602247;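 active = activation above the run cutoff, the mean activation of all test compounds plus 3 SD, cut at about 40% in these data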;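 note: peak over basal fluorescence ratio in a 140 s read after ATP addition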
CHRM1 agonist: activates human CHRM1 receptor; P11229; CHO-K1 hM1, Fluo-8 calcium fluorescence, agonist mode; 0% DMSO, 100% acetylcholine EC100; activation, % at 3 µM; 360,000 compounds, 0.33% hits;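 active = activation above the run's mean compound activation plus 3 SD, cut at about 16% in these data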;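 note: peak over basal fluorescence ratio within a 140 s kinetic read after compound addition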
Target sequence (P11229 whole entry, looked up): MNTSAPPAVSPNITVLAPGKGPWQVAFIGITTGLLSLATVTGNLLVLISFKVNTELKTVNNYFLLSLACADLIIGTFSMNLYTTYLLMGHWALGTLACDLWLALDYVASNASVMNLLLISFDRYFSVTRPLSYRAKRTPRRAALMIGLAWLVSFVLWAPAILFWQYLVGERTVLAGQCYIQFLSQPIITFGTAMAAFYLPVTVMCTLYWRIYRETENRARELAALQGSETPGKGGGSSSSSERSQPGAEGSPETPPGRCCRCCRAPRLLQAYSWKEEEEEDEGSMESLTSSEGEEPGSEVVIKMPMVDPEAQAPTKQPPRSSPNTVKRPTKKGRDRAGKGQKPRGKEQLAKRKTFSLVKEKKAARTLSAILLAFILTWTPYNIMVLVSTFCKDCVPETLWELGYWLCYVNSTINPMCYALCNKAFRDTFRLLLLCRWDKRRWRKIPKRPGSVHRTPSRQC
CHRM1 antagonist: antagonists of human M1 muscarinic receptor; P11229; AID 588852; 360,000 compounds, 1.3% hits; CHO-K1 hM1, Fluo-8 calcium fluorescence, ACh EC80 antagonist; inhibition, % at 3 µM;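 active = percent inhibition above its own plate's cutoff, namely the mean of that plate's compound wells plus 3 SD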;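 note: peak over basal fluorescence ratio during 140 s after agonist addition; 0% = ACh EC80 plus DMSO and 100% = DMSO alone without agonist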
CHO-K1 Ca antag: counter-screen for M1 antagonists: effect in parental CHO-K1 cells; ATP-induced calcium, Fluo-8 fluorescence; inhibition, % at 3 µM; 360,000 compounds, 0.6% hits; AID 602250;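 active = inhibition above a per-plate cutoff, the plate's mean sample inhibition plus 3 SD, cut at about 24% in these data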;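 note: 0% = DMSO plus EC80 ATP and 100% = DMSO alone without ATP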
CHRM1 PAM: human CHRM1 positive allosteric modulation; 360,000 compounds, 0.088% hits; P11229; CHO-K1 hM1, Fluo-8 calcium fluorescence, ACh EC20; 0% = ACh EC20, 100% = maximal ACh; activation, % at 3 µM; in the data active = activation above about 19%, passing the limit was not always enough
CHO parental Ca: signal in parental CHO cells, OX1R antagonist counter-screen. inhibition, % at 5.6 µM. parental CHO-K1, ATP-induced calcium, Fluo-8 fluorescence. 330,000 compounds, 0.63% hits. AID 463079;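 active = inhibition above that plate's mean sample inhibition plus 3 SD, cut at about 26% in these data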;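 note: 0% = ATP-challenged DMSO wells and 100% = DMSO wells without ATP; some compounds past the cut are filed as inactive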
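test system = CHO parental line | reagent = ATP stimulus | measured by = intracellular calcium via Fluo-8 no-wash fluorescent dye | control set = ATP and no-ATP DMSO wells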
TAAR1 antag: human TAAR1 antagonism; Q96RJ0; CHO RD-HGA16 TAAR1, Fluo-8 calcium fluorescence, antagonist; inhibition, % at 3 µM; 360,000 compounds, 1.5% hits; AID 624466;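 active = inhibition above a per-plate cutoff, the mean inhibition of test compounds on that plate plus 3 SD, cut at about 49% in these data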;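 note: 0% = DMSO plus EC80 beta-PEA response and 100% = DMSO alone without agonist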
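Material: RD-HGA16 CHO cells with stable hTAAR1 and Gα16; Dosing: single nominal final test compound concentration of 3 µM; Schedule: seeding 17-24 h prior, 75-min 37 °C, 30-min RT dye loading; Detection: kinetic Fluo-8 calcium fluorescence measurement; Measure: % inhibition from peak post-agonist over basal fluorescence ratio; Benchmarks: vehicle and agonist controls.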
* marks the source's active call; other numbers are inactive results; x = no result given.

Structure,CHO-K1 Ca ag,TAAR1 ag,CHO-K1 Ca PAM,CHRM1 agonist,CHRM1 antagonist,CHO-K1 Ca antag,CHRM1 PAM,CHO parental Ca,TAAR1 antag
O=C(NCCO)/C(=C\c1ccc([N+](=O)[O-])o1)NC(=O)c1ccccc1,-0.3,3,-8,-1,-2,15,7,-14,17
CCOC(=O)c1ccccc1NS(=O)(=O)c1ccc(OC)cc1,-0.2,4,-3,-6,2,12,-3,-14,-6
CN1CCOC1c1ccc(C2OCCN2C)cc1 (stereo not drawn),0.9,1,9,2,-11,-11,3,x,-3
COc1ccccc1Nc1ccc(NS(=O)(=O)c2ccc(C(C)=O)cc2)cc1,7.1,18,-15,3,-1,-10,-1,4,46
Cc1ccc(C(=O)ONc2ccc(N=O)cc2)cc1,-0.5,10,-7,0,-20,-11,16,-10,-8
OC(COCc1ccco1)CN1CCN(C(c2ccccc2)c2ccccc2)CC1 (stereo not drawn),0.4,6,10,-5,67*,-9,-21,-15,-24
OC(c1ccc(F)cc1)C(CN1CCOCC1)c1ccccc1 (stereo not drawn),0.6,0,-4,-7,-21,-15,6,-24,-18
CN(CCC#N)C(=O)Cn1nc(Cc2ccncc2)c2ccccc2c1=O,0.4,1,16,0,-9,-1,7,-2,-13
O=C(CN1CCOc2ccccc21)NCc1cccs1,0.3,10,14,0,-13,-29,21,-12,7
O=C(C[C@H]1C[C@H](C(=O)N2CCCCC2)[C@@]2(CCc3ccccc3)c3[nH]c4ccc(Cl)cc4c3CCN2C1=O)NCCCn1ccnc1,0.1,1,9,-8,-6,-10,6,-16,9
Cc1cc(C(=O)CCC(=O)NNC(=O)c2ccccc2O)c(C)s1,1.1,0,-14,7,-1,-3,17,-11,-22
O=C(COc1ccc2c3c(c(=O)oc2c1)CCC3)N1CCN(c2ccccc2)CC1,1.5,2,2,-4,-10,-15,2,-22,-18

Structures listed so far shown as hits in CHRM1 antagonist:
Compound,CHRM1 agonist,CHRM1 antagonist,CHRM1 PAM
OC(COCc1ccco1)CN1CCN(C(c2ccccc2)c2ccccc2)CC1 (stereo not drawn),-5,67*,-21

(further entries)
Structure,CHO-K1 Ca ag,TAAR1 ag,CHO-K1 Ca PAM,CHRM1 agonist,CHRM1 antagonist,CHO-K1 Ca antag,CHRM1 PAM,CHO parental Ca,TAAR1 antag
c1ccc(Nc2c(-c3ccco3)nc3ccccn23)cc1,1.8,0,23,-8,9,-12,-1,-18,-6
CC(=O)Nc1cccc(N=NN2CCCCC2)c1,1.5,-1,-5,-1,-18,-8,14,0,-11
O=c1[nH]c(CN2CCOCC2)nc2cc(Cl)ccc12,0.9,2,15,-6,0,-1,9,7,-1
COC(=O)c1ccc(CSc2nnc(Nc3ccc(C)cc3)s2)o1,1.4,-4,17,-3,3,1,1,-22,8
O=C(COC(=O)c1ccc(F)c(S(=O)(=O)N2CCOCC2)c1)c1ccc(Br)cc1,6.6,4,-28,-1,24,14,-14,x,5
CC(=O)N1CCN(c2ccccc2NC(=O)COc2cc(C)ccc2C(C)C)CC1,4.2,20,0,2,30*,11,-10,-13,47
COC(CNC(=O)c1ccc(CS(=O)(=O)c2c(Cl)cccc2Cl)o1)OC,0.7,6,12,-3,-13,-5,14,-8,-5
COc1ccccc1NC(=O)C(NC(=O)c1ccc(C)cc1)c1ccccc1 (stereo not drawn),-0.1,4,23,-2,-4,-19,2,-14,-9
O=C(Nc1ccc(F)cc1F)N1CCCN(c2ccc(C(F)(F)F)cn2)CC1,7.6,0,-3,-1,-7,-1,0,-20,-8
Cc1ccc(C)c(NC(=O)CSc2nc3ccc(N4C(=O)c5ccccc5C4=O)cc3s2)c1,1.6,3,9,-9,-2,-2,-4,-19,13
Cc1cc(C)c2cc(N)c(Cl)nc2n1,0.7,0,-9,-5,4,9,-2,x,-5
O=C(CSCc1ccc(Cl)cc1Cl)Nc1ccc(O)cc1C(=O)O,-0.1,7,15,-1,-11,-12,9,11,-43
COc1ccccc1C(=O)N/C(=C\c1ccc(Br)cc1)C(=O)N1CCCC1,2.2,1,11,-3,-8,0,8,-23,24
C=CCNC(=O)c1ccccc1NC(=O)c1ccccc1SC,1.1,1,-7,-3,-5,-8,9,-6,-4
CCOc1ccc(NC(=O)c2c(NC(=O)CN3CCN(C)CC3)sc3c2CCC3)cc1,0.9,1,11,-4,-4,8,3,-4,-17
CCCS(=O)(=O)c1c(S(=O)(=O)CCC)c2ccc(C(N)=O)cn2c1C(=O)c1ccc(OC)cc1,1.0,4,26,-6,-23,-25,10,-16,-6
O=C(COC(=O)c1ccc(Cl)cc1[N+](=O)[O-])NC(=O)c1ccccc1,3.1,6,10,-2,-1,-9,0,-6,48
CCC(C)(C)NC(=O)C1CC(=O)N(CCc2ccc(F)cc2)C1 (stereo not drawn),0.1,0,-27,-1,-32,13,22,-1,-4
O[C@@H]1CN(CC2CCCCC2)[C@@H](c2ccccc2)C[C@H]1n1cc(-c2ccc(F)cc2)nn1,0.8,8,12,-5,-14,-10,5,x,23
Cc1cc(=O)n(Cc2ccccc2)c2ccccc12,-0.8,-1,-2,-6,-11,1,9,-1,-15
CC(C)(C)n1ncc2c(=O)n(CC(=O)N3CCN(c4ccccc4)CC3)cnc21,0.6,9,-9,-2,-11,16,8,x,-10
COc1ccc(C2=Nn3c(nnc3-c3ccccc3)SC2)cc1OC,-0.7,9,-7,-5,-3,16,5,-4,4
Cc1c(C(=O)N2CCN(S(=O)(=O)c3ccccc3)CC2)oc2ccccc12,0.7,0,8,3,-7,-3,8,x,-15
CN(Cc1cccc(F)c1)C(=O)c1ccc(NS(=O)(=O)c2ccc3[nH]c(=O)[nH]c3c2)cc1,0.1,3,-21,0,-3,11,8,3,-19
CCOC(=O)C1=C(C)N(CCCC(=O)O)C(=O)NC1c1ccc([N+](=O)[O-])cc1 (stereo not drawn),0.7,4,10,-2,-7,-13,13,0,2
COc1ccccc1NS(=O)(=O)c1ccc(Cl)c(NC(=O)C(C)N2C(=O)c3ccccc3C2=O)c1 (stereo not drawn),4.7,2,12,-6,-3,-2,5,-15,2
COc1cccc(S(=O)(=O)Nc2noc3ccccc23)c1,0.5,2,7,-4,-9,-13,6,0,-10
Cc1noc(C)c1COC(=O)Cc1ccc(Cl)c(Cl)c1,0.1,8,19,-6,-16,-8,-5,-27,10
S=C(N/N=C/c1ccccc1)N1CCOCC1,0.6,3,23,-5,-11,-1,5,-3,1
CCOC(=O)Cn1c(O)c(N=NC(=O)OC)c2ccccc21,0.8,3,-15,0,-6,-3,7,3,-6
Cc1ccccc1OCC(O)CN1CCC(C)CC1 (stereo not drawn),0.3,-1,24,-7,-6,-3,7,-10,-21
Cc1c(C(=O)N2CCN(C3CCS(=O)(=O)C3)CC2)oc2c(F)cccc12 (stereo not drawn),-0.1,-3,-6,-2,-6,-4,5,5,6
Cc1ccc(C(=O)N/C(=C\c2ccc3c(c2)OCO3)C(=O)Nc2ccc(C(=O)O)cc2)cc1,-0.5,11,-4,-8,-7,6,10,-2,-2
Cc1cccc(C(=O)OCC(=O)Nc2ccccc2C(=O)NC2CC2)c1,0.9,13,8,7,4,-7,10,-24,30
COC(=O)C[C@H]1C[C@@H]2c3cc(NC(=O)Nc4ccc(F)cc4)ccc3O[C@@H]2[C@@H](CO)O1,1.1,3,10,-1,-7,-6,-5,x,13
CCCC(CCC)n1[nH]c(=O)c2c(C)cc(C)nc21,0.0,30,14,-5,5,-10,1,-13,-11
Cc1cc(NC(=O)CN2CCCCC2)no1,0.0,8,-7,-5,10,4,-5,0,14
Cn1c(SCC(=O)Nc2ccccc2)nnc1C(F)(F)F,-0.1,1,-1,-3,-4,-4,8,-14,-22
CC(C)(C)N1CC(C(=O)O)CC1=O (stereo not drawn),0.1,4,4,-1,-6,1,12,3,0
O=C(CNS(=O)(=O)c1c(Cl)cccc1Cl)OCc1csc(-c2ccccc2)n1,0.6,9,-4,-5,9,5,-8,-1,22
CON(c1nc(N(C)C)nc(N(C)C)n1)S(=O)(=O)c1ccccc1Cl,-1.1,-2,9,-4,7,-20,-1,-6,-1
COc1ccc(CN2C(=O)[C@@H]3Cc4c([nH]c5ccccc45)C(C)(C)N3C2=O)cc1,1.9,5,17,-1,11,-18,-7,-3,30
COc1ccc2c(c1)c(C(C)=O)c(C)n2CCc1ccc(OC)c(OC)c1,1.4,2,4,-2,-5,-3,1,-17,0
CCn1c(COc2ccc(=O)n(-c3ccccc3)n2)nnc1SCc1ccc(C)cc1,0.0,10,9,-3,0,-4,10,-18,-14
CC1CN2C(c3ccc([N+](=O)[O-])cc3)=CSC2=N1 (stereo not drawn),0.2,0,13,-9,-20,-3,5,-1,-6
Cc1ccc(C)c(S(=O)(=O)N2CCCCC2CCNC(=O)C(=O)NCc2cccnc2)c1 (stereo not drawn),2.1,2,27,-6,-8,-5,7,-11,-42

Bioassay records: PubChem, The Scripps Research Institute Molecular Screening Center
